SR-BI DiI inh = inhibitors of mouse SR-BI mediated HDL lipid uptake | Q61009 | ldlA[mSR-BI] CHO cells, DiI-HDL uptake fluorescence, 3 h | inhibition, % at 12.5 µM | 320,000 tested, 0.96% active | AID 488896;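 active = mean replicate inhibition of at least 70% and a set share of replicates each scoring 70 or more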;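 note: 0% = median of neutral control wells and 100% = median of positive control wells; values of inactives mirror those of a sister screen read the other way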
PKA-R1A activ = PKA-R1A complex activation | PKA-R1A dissociation, Cy5-IP20 fluorescence polarization; scaled: DMSO 0%, 113 µM cGMP 100% | 340,000 tested, 0.083% active | activation, % at 11.4 µM | P00514+P68181;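 active = percent activation above the mean of all tested compounds plus 3 SD, cut at about 19% in these data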;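 note: higher means more PKAc released from R1A so a rise in polarization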
NSD2 HMT inh = blocks human histone methyltransferase NSD2; O96028; NSD2 peptide methylation, AlphaScreen, 120 min; inhibition, % at 12.5 µM; 310,000 tested, 0.54% active; in the data active = inhibition above about 50%
Target sequence (O96028 whole entry, looked up): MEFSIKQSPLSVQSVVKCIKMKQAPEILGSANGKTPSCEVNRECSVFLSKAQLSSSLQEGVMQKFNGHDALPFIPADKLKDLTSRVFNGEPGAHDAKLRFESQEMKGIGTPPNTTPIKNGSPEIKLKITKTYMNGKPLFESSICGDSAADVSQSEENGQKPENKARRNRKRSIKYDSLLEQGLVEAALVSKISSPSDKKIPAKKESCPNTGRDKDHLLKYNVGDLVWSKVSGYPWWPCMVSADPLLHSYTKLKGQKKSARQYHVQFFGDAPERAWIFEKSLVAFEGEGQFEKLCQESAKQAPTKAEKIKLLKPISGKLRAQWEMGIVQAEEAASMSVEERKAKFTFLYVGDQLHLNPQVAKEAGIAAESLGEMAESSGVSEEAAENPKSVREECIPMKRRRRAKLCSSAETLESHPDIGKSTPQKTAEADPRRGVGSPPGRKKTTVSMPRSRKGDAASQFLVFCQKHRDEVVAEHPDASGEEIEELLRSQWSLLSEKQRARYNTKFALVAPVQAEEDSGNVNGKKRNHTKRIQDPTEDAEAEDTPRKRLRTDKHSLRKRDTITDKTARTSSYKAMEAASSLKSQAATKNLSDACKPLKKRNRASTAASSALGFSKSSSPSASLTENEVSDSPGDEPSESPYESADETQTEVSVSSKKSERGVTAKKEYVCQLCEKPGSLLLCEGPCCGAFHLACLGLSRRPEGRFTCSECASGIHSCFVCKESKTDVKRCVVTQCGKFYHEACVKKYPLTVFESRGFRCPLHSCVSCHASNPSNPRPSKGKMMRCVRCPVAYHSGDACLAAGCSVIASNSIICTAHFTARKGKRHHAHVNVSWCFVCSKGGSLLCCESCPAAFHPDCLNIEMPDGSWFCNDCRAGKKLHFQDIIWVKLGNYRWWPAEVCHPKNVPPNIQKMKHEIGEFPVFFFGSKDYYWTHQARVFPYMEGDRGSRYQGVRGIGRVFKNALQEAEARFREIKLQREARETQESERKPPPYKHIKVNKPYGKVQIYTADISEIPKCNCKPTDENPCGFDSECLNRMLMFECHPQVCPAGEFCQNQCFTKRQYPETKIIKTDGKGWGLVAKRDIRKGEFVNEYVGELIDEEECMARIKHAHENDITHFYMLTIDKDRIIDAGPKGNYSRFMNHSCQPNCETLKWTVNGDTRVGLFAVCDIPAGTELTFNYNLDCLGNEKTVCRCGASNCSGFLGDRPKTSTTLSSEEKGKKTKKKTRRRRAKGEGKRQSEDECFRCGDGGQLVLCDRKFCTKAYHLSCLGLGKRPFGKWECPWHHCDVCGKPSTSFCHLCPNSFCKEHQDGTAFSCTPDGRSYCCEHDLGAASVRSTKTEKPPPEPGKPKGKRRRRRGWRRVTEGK
dFosB act = enhances mouse delta FosB homodimer DNA binding; purified delta FosB, TAMRA-CDK5 oligo fluorescence polarization; percent of positive-control signal above neutral wells; activation, % at 25 µM; 340,000 tested, 0.99% active;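 active = mean activation above about 17%, with every replicate also reaching it, limit read from the data, passing the limit was not always enough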;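 note: fluorescence polarization rise as delta FosB binds a TAMRA Cdk5 AP-1 oligo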
SR-BI uptake up = activators of SR-BI mediated HDL lipid uptake; CHO ldlA[mSR-BI] cells, DiI-HDL uptake fluorescence, 3 h; 100 = double the neutral-control signal; activation, % at 12.5 µM; 320,000 tested, 0.096% active;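 active = mean replicate activation of at least 60% and every replicate at or above 60%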;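 note: 0% = median plate neutral-control signal and 100% = twice that signal; values of inactives mirror those of a sister screen read the other way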
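Test system: SR-BI-overexpressing, LDLR-lacking CHO cells. Measured by: DiI fluorescence, bottom read. Medium: Ham's F12 with 0.5% BSA, HEPES 25 mM, pH 7.4. Timing: 3 h uptake period with compound, 37 °C.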
MITF act = increases MITF-driven TRPM1 promoter luciferase signal | SK-MEL-5 TRPM1-promoter luciferase, 24 h; % of positive control, neutral wells = 0 | activation, % at 12.5 µM | AID 588334 | 300,000 tested, 0.75% active;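 active = mean activation of at least 80% with every replicate also reaching 80%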;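 note: 0% = neutral control wells and 100% = parthenolide positive control wells; values of inactives mirror those of a sister screen read the other way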
CDK5 p35 inh = inhibitors of human CDK5/p35 kinase | Q00535+Q15078 | 330,000 tested, 0.01% active | inhibition, % at 10 µM | Recombinant CDK5/p35, ADP-Glo luminescence, 60 min;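 active = highest replicate inhibition of at least 50% and at least 75% of replicates reaching 50%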;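 note: plate controls were DMSO neutral control for no effect and GW8510 at 10 µM for full effect; many of its hits are not listed in these tables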
Arrestin-AP2 inh = human beta-arrestin and AP2 interaction inhibition | FITC-arrestin peptide / GST-AP2 beads, flow cytometry; AP2 beta2 appendage carries R879A mutation | inhibition, % at 10 µM | 340,000 tested, 0.31% active | AID 504490;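 active = inhibition above a set limit, near 3 SD of compounds lacking own fluorescence, cut at about 54% in these data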;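 note: plate controls were DMSO wells for no effect and 5 µM unlabelled arrestin peptide for full effect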
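System: GST-AP2 R879A bound to glutathione beads, E. coli-expressed. Also added: 50 nM FITC-arrestin peptide. Schedule: compound with beads 12 min RT, then probe 1 h RT. Signal: bead flow cytometry, FITC channel. Read-out basis: percent response.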
SUMO Mot1 rescue = blocks SUMOylation pathway, rescuing yeast Mot1-301 growth. 320,000 tested, 1% active. S. cerevisiae Mot1-301 growth rescue, ATP luminescence, 38.5C; percent above DMSO median, 100 means doubled. growth rescue, % at 18.8 µM;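 active = every valid replicate shows activation above 250% relative to neutral control wells; inactive = the rest, any valid replicate at or below 250%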;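 note: OY570 slx delta 5 strain wells were the positive control but not used for scaling; some compounds called inactive have numbers as strong as hits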
PKA-R2B activ = PKA-R2B complex activation; PKA-R2B holoenzyme dissociation, Cy5-IP20 fluorescence polarization; R2B truncated from residue 108, S112A mutant; 0% DMSO only, 100% 113 µM cGMP; activation, % at 11.4 µM; 340,000 tested, 0.079% active; AID 504700;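 active = activation above a cutoff set at the mean over all compounds plus 3 SD, cut at about 18% in these data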;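 note: higher means more holoenzyme dissociation and a rise in polarization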
DSG3 Ab inh = inhibitors of pemphigus antibody binding to human desmoglein-3; P32926; 310,000 tested, 0.48% active; DSG3-coupled beads, scFv-anti-DSG3-GFP binding, flow cytometry; stronger effect = lower value; binding (percent of control), % at 10 µM;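 active = binding more than 3 SD below its plate's average and above zero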;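 note: hits lower antibody fragment binding to DSG3; some compounds called inactive have numbers as strong as hits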
* marks the source's active call; other numbers are inactive results; nt = no result given.

SMILES | SR-BI DiI inh | PKA-R1A activ | NSD2 HMT inh | dFosB act | SR-BI uptake up | MITF act | CDK5 p35 inh | Arrestin-AP2 inh | SUMO Mot1 rescue | PKA-R2B activ | DSG3 Ab inh
COc1ccccc1C(=O)Nc1ccc2c(c1)CN(Cc1cnc(C)s1)CC2 | 57 | -23 | 0 | -9 | -57 | 12 | 1.0 | -1 | -27 | -12 | 104
CSCCC1(C(=O)O)NC(c2ccccc2O)C2C(=O)N(C(C)C)C(=O)C21 (configuration not stated) | 3 | -3 | nt | -1 | -3 | -1 | -4.4 | 4 | -3 | -4 | 108
O=C(c1sc2ccccc2c1Cl)N1CCN(CCc2ccccn2)CC1 | 7 | -8 | 2 | 1 | -7 | 7 | -3.2 | 24 | -7 | -6 | 99
COc1cccc(C(=O)NN2CC(O)=C(c3nc4ccccc4s3)C2=N)c1 | 6 | -3 | -8 | 14 | -6 | 7 | -0.5 | 14 | -19 | -8 | 101
Cc1cccc(OCc2nnc(SC(C)C(=O)O)n2-c2ccccc2)c1 (configuration not stated) | -21 | -9 | -2 | -6 | 21 | 5 | 1.6 | 13 | 11 | 0 | 109
COc1ccc(C(=O)NC2CCN(C(=S)Nc3ccc(C)cc3)CC2)cc1 | -13 | 12 | 1 | -3 | 13 | -2 | 0.1 | 39 | 49 | -11 | 94
Cc1ccc(/C=C\c2nccc3c2[nH]c2ccccc23)cc1 | 27 | -4 | nt | 42* | -27 | 11 | -0.3 | 17 | -7 | -5 | 88
COc1cccc(CN(CC2CCCO2)C(=O)c2cc3ccccc3oc2=O)c1 (configuration not stated) | -19 | -2 | 29 | -4 | 19 | 25 | 0.0 | 43 | 3 | 5 | 105
O=C(O)c1ccccc1C(=O)N1N=C2/C(=C/c3cccc([N+](=O)[O-])c3)CCCC2C1c1cccc([N+](=O)[O-])c1 (configuration not stated) | 5 | -14 | 4 | -8 | -5 | 19 | -0.5 | 14 | 15 | 8 | nt
CC(O)c1nc2cc([N+](=O)[O-])ccc2n1Cc1ccccc1 (configuration not stated) | -3 | 1 | 14 | -2 | 3 | -9 | 1.1 | 40 | 7 | 5 | 99
COC(=O)c1ccc(NC(=O)c2ccc(NS(=O)(=O)c3cccc4cccnc34)cc2)cc1 | 1 | 7 | 0 | -2 | -1 | 0 | -3.3 | 4 | -14 | 10 | 89
Fc1cccc(F)c1CN1CCN(c2ncccn2)CC1 | 2 | -9 | -3 | 3 | -2 | 2 | -1.0 | -4 | 6 | 0 | 96
Cc1ccc(N2C(=O)C3C(C2=O)C2C=CC3C23CC3)c([N+](=O)[O-])c1 (configuration not stated) | -5 | 2 | 1 | -5 | 5 | 11 | 0.6 | 9 | -13 | 1 | 85
O=S(=O)(c1ccccc1Cl)N1CCCC(c2nc(-c3cccnc3)no2)C1 (configuration not stated) | 10 | -27 | 0 | -4 | -10 | 0 | 3.4 | 6 | 5 | -6 | 96
COc1ccc(Cl)cc1NC(=O)CN1CCC(n2nnc3cc(F)ccc32)CC1 | 33 | 0 | nt | -5 | -33 | nt | 1.1 | 20 | -2 | 5 | nt
CCCc1nnc(SCC(=O)NC2CC2)n1CC | -13 | 3 | -7 | 0 | 13 | -7 | -9.4 | -16 | -5 | 4 | 106
CCOC(=O)c1ccc(NC(=O)C(=O)NCc2ccc(/C=C(/C#N)C(=O)NCCOC)o2)cc1 | 45 | 5 | nt | 23* | -45 | 8 | 0.3 | 4 | 7 | -4 | 113
CS(=O)(=O)N(CC(=O)N1CCN(c2ccccc2)CC1)c1cccc(Br)c1 | 0 | 9 | 12 | -8 | 0 | 7 | 0.2 | -8 | -10 | 1 | nt
Cc1c(NC(=O)C(C)OC(=O)/C=C/c2ccco2)c(=O)n(-c2ccccc2)n1C (configuration not stated) | -3 | 1 | 13 | -3 | 3 | -15 | -0.3 | 9 | 35 | 8 | 98
CCC(C)C(=O)NCCc1ccc(S(N)(=O)=O)cc1 (configuration not stated) | -13 | -7 | 0 | -1 | 13 | -10 | 1.2 | -3 | 14 | -9 | nt
Cc1cc(-n2c(C)cc(C(=O)COC(=O)CN=C3NS(=O)(=O)c4ccccc43)c2C)no1 | 20 | -2 | -3 | -9 | -20 | -14 | -0.8 | 25 | 134 | -12 | 107
Cc1ccc([N+](=O)[O-])c(OCc2ncc(Cl)n2C)c1 | nt | 3 | -5 | 2 | nt | -7 | -1.2 | -2 | 1 | -6 | nt
C=Cn1c(C(=O)O)ccc1-c1ccc(CC)cc1 | nt | 0 | 4 | 1 | nt | 10 | -0.5 | -10 | 146 | 6 | 93
COc1ccc2c(c1)C(=O)N(c1ccc(C)cc1C)C(=O)C2 | -32 | -3 | 3 | -5 | 32 | 20 | 0.7 | -3 | -18 | -10 | 96
O=C(CCCOc1ccc(Cl)cc1)NCC1CCCO1 (configuration not stated) | -3 | -12 | -1 | 2 | 3 | 3 | 0.0 | 12 | -7 | -15 | 124
CC1CC(C)CN(CCCOc2ccccc2[N+](=O)[O-])C1 (configuration not stated) | 3 | -5 | 2 | 3 | -3 | -3 | -0.6 | -4 | 8 | -5 | 100
CN(CCNC(=O)C1CCN(S(=O)(=O)N2CCOCC2)CC1)CCc1ccccc1 | nt | -5 | -1 | 0 | nt | 5 | 1.1 | 0 | 9 | -5 | 108
Cc1cc(C)c2c(n1)SCC(=O)N2CC(=O)Nc1ccc(F)cc1 | 3 | 3 | nt | 5 | -3 | -9 | 0.8 | 2 | nt | 0 | 108
COC(=O)c1c(NC(=O)C2COc3ccccc3O2)sc2c1CCN(Cc1ccccc1)C2 (configuration not stated) | 55 | 5 | 1 | -8 | -55 | -17 | -5.4 | 1 | 13 | 3 | 113
CCCNc1nc(Nc2ccc(C)cc2)nc(N2CCCC2)n1 | 16 | -8 | 1 | -1 | -16 | 8 | 0.8 | 18 | -6 | -5 | 100

An excerpt from above, reduced to PKA-R1A activ and SUMO Mot1 rescue.
Molecule	PKA-R1A activ	SUMO Mot1 rescue
COc1ccccc1C(=O)Nc1ccc2c(c1)CN(Cc1cnc(C)s1)CC2	-23	-27
CSCCC1(C(=O)O)NC(c2ccccc2O)C2C(=O)N(C(C)C)C(=O)C21 (configuration not stated)	-3	-3

Next part
SMILES | SR-BI DiI inh | PKA-R1A activ | NSD2 HMT inh | dFosB act | SR-BI uptake up | MITF act | CDK5 p35 inh | Arrestin-AP2 inh | SUMO Mot1 rescue | PKA-R2B activ | DSG3 Ab inh
COc1cc(NC(=O)COC(=O)CSc2cc(C)ccc2C)c(C)cc1[N+](=O)[O-] | -12 | 2 | 6 | -10 | 12 | -6 | 1.9 | 2 | -1 | -12 | 92
CC1(c2nnc(Cc3ccccc3)o2)CC(c2ccc(Br)cc2)=NO1 (configuration not stated) | -3 | 0 | nt | -2 | 3 | 6 | -4.0 | 0 | -12 | -9 | 117
O=[N+]([O-])c1cc(S(=O)(=O)/N=C(/c2ccccc2)N2CCOCC2)ccc1Cl | -13 | 1 | nt | -2 | 13 | -15 | 0.0 | 7 | -8 | 11 | 100
CC(C)CN(C(=O)COC(=O)Cc1c[nH]c2ccccc12)C1CCS(=O)(=O)C1 (configuration not stated) | -7 | -6 | 2 | -8 | 7 | nt | -0.1 | 14 | -11 | -5 | nt
O=C(CCc1c[nH]c2ccccc12)N[C@@H](Cc1c[nH]c2ccc(O)cc12)C(=O)O | -1 | 5 | 2 | 4 | 1 | 6 | -0.9 | 50 | -14 | 0 | 96
O=C(O)CCC(=O)c1ccc2sc3ccccc3c2c1 | -4 | -2 | 1 | -12 | 4 | 12 | 0.0 | 42 | nt | -7 | 94
COc1ccccc1N1CCN(C(=O)C2CC(=O)N(c3ccccc3)C2)CC1 (configuration not stated) | nt | 4 | -1 | -2 | nt | nt | -1.8 | 0 | 38 | 1 | nt
CC(=O)Cc1cc(O)c2ccccc2c1OC(=O)c1ccc(Br)cc1 | nt | 11 | -2 | -8 | nt | -18 | -1.1 | -10 | 2 | 3 | 95
CC(C)CN(C(=O)CSc1ncnc2ccccc12)C1CCS(=O)(=O)C1 (configuration not stated) | -11 | 9 | 1 | -9 | 11 | -9 | -3.0 | 22 | -23 | -5 | 103
CC(C)Sc1nnc(NC(=O)c2ccc3c(c2)OCO3)s1 | 7 | 1 | -3 | 1 | -7 | 88* | -1.0 | 2 | 3 | 4 | 109
Cc1ccc(C)n1-n1cnc2sc(-c3ccccc3)cc2c1=O | -15 | 4 | 1 | -4 | 15 | 16 | 0.9 | -2 | 3 | -14 | 102
Cc1ccc(S(=O)(=O)Nc2ccc(C(=O)N3CCN(c4ccccc4O)CC3)cc2)cc1[N+](=O)[O-] | 0 | -11 | 2 | -7 | 0 | 8 | -0.9 | -4 | 1 | -4 | 104
O=C(NNS(=O)(=O)c1ccccc1)c1cc2cc3ccccc3nc2s1 | 1 | -15 | -2 | -25 | -1 | 25 | 0.8 | 4 | 64 | 4 | 102
Cc1nc(N)nc(N)c1Oc1ccc(Cl)cc1 | -15 | -1 | 8 | -2 | 15 | 10 | -0.1 | 31 | nt | -4 | 90
CC(C)N(Cc1ccccc1)S(=O)(=O)c1ccc2c(c1)NC(=O)CO2 | -16 | -5 | -3 | -4 | 16 | 2 | 0.1 | 0 | nt | -4 | 93
CCc1ccc2[nH]c(=O)c(CN(Cc3ccccc3OC)C(=O)Nc3ccccc3OC)cc2c1 | 54 | 1 | 0 | -2 | -54 | 4 | 1.9 | 0 | -13 | -7 | 89
COc1ccc2nc(-c3ccccc3)nc(C3CCCCC3)c2c1 | 17 | 6 | nt | -2 | -17 | 15 | 1.5 | -1 | -7 | -6 | 101
Cc1ccc(/C=C2/SC(=S)N(c3ccc(S(=O)(=O)Nc4nccs4)cc3)C2=O)cc1 | -19 | 0 | 10 | -19 | 19 | nt | 0.7 | 19 | 4 | 5 | 95
CC1CCCC(NC(=O)CSc2nnc(C(F)(F)F)n2C)C1C (configuration not stated) | -26 | 13 | 0 | -9 | 26 | -4 | -0.6 | 6 | -8 | 5 | nt
OCCC1CN(CC#Cc2ccccc2)CCN1Cc1ccccc1F (configuration not stated) | 5 | 4 | 1 | -6 | -5 | -8 | 1.7 | -16 | 17 | -1 | 107
COC(=O)c1ccc(Cn2cnc3cnccc32)cc1 | -22 | -4 | 1 | 2 | 22 | -11 | 0.6 | 17 | -5 | -9 | 95
